ATXN2 expr inh: inhibitors of ATXN2 expression | HEK-293 ATXN2-luciferase reporter, luminescence, 24 h | Potency, µM (top dose mostly 57 µM), inactives show top-dose activity change, negative = inhibition, most hits filed as inhibitors | actives 0.72% (n = 360,000); further: potency means the concentration at half of the fitted maximal effect; on the % scale 0 is the no-effect control and ±100 the full control effect; nearly all actives have a fitted effect of over 55% in size
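qHTS (up to 57 uM final) was run with 24 h compound exposure of reporter cells at 37 °C. Each well was multiplexed: SteadyGlo luminescence measured ATXN2-luciferase expression after a fluorogenic Gly-Phe-AFC viability readout (25 uM final).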
ATXN viability: reduces viability in counter-screen for ATXN expression inhibitors | AID 651635 | S2 cells (HEK-293 line with an ATXN2-luciferase reporter) viability, CellTiter-Fluor protease fluorescence, 24 h | Potency, µM (series often up to 56.7 µM), most hits filed as cytotoxic | actives 0.49% (n = 400,000); further: potency means the concentration at half of the fitted maximal effect; nearly all actives have a fitted effect of over 40% in size
HT1080-NT tox: kills 2HG-producing HT-1080-NT fibrosarcoma cells; actives 1.6% (n = 360,000); Potency, µM (doses to about 46.1 µM), for inactives: top-dose activity, negative = less viability, hits mostly cytotoxic; HT-1080-NT fibrosarcoma viability, CellTiter-Glo ATP luminescence, 48 h; AID 686970;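 further: NT is the 2HG producing partner of a matched IDH1 knockdown line; potency means the concentration at half of the fitted maximal effect; 0% = DMSO-treated cells and -100% = media-only wells without cells; nearly all actives have a fitted effect of over 55% in size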
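Compounds were tested in concentration-response format on HT-1080-NT cells for 48 hours at 37 degrees C. Cell viability came from CellTiter-Glo luminescence; curves were classified by r2, response magnitude and activity.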
KB-3-1 cytotox: KB-3-1 parental cell cytotoxicity; KB-3-1 viability, CellTiter-Glo ATP luminescence, 72 h; Potency, µM (doses to about 46.1 µM), without a hit: top-dose activity change, negative = cytotoxic, actives largely listed as cytotoxic; actives 1.4% (n = 400,000); further: potency means the concentration at half of the fitted maximal effect; on the % scale 0 is the no-effect control and ±100 the full control effect; nearly all actives have a fitted effect of over 60% in size
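Luminescent ATP read-out (CellTiter-Glo) measures survival of drug-naive KB-3-1 cells after 72 h compound exposure at 37 °C. Titration series was screened from lowest to highest concentration, with DMSO vehicle plates as background controls.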
SW480 rereplic: inducers of DNA re-replication in SW480 colon cancer cells; AID 624297; actives 1.8% (n = 340,000); SW480 DNA re-replication, Hoechst DNA content imaging, 48 h; Potency, µM (doses to about 46.1 µM), for the others: at the top dose re-replication activation, hits mostly activators; further: potency means the concentration at half of the fitted maximal effect; % of control where 0% means no effect; nearly all actives have a fitted effect of over 55% in size
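Cells (250 per well) received 23 nL compound or DMSO by pin tool and were kept 48 hr at 37 C, 5% CO2. Nuclei were then stained with Hoechst for 40 min and scanned for DNA content.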
HepG2 tox: HepG2 cytotoxicity, counter-screen for TGF-b inhibitors | HepG2 CAGA-GFP viability, ATP luminescence, 18 h | Potency, µM (doses to about 46.1 µM), for the others: at the top dose activity change, negative = cytotoxicity, actives largely listed as cytotoxic | actives 0.76% (n = 410,000); further: potency means the concentration at half of the fitted maximal effect; some results filed as inactive show a strong effect at the top dose
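HepG2 CAGA-GFP cells (1000/well, DMEM with 1% FBS) received compound, then TGF-beta at 500 pg/mL final, and were incubated 18 hours at 37 degrees C. Viability was read by CellTiter-Glo luminescence. Media-only wells were set as complete cell-killing and DMSO as no toxicity.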
HT1080 IDH1KD tx: kills HT-1080 cells with IDH1 knockdown; HT-1080 IDH1 knockdown viability, ATP luminescence, 48 h; Potency, µM (series often up to 46.1 µM), inactives show at the highest dose activity, negative = toxicity, hits mostly cytotoxic; actives 2% (n = 360,000); AID 686971;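 further: potency means the concentration at half of the fitted maximal effect; 0% = DMSO wells and -100% = cell-free medium wells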
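HT-1080-IDH1KD cells (IDH1 knocked down), 750/well in RPMI with 5% FBS, treated with compound 48 h at 37 degrees C. Viability by CellTiter-Glo luminescence, normalised to DMSO and no-cell wells; concentration-response curves classed.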
IL1B secr inh: inhibitors of inflammasome signaling (IL-1 beta secretion); THP-1 LPS/ATP IL-1B secretion, AlphaLISA, 16 h; stronger effect = lower value; activity change, % at 57.5 µM; actives 4.7% (n = 360,000); AID 743279; in the data active means activity change below about -50%; inconclusive means mostly about -30% to -49%; further: on the % scale 0 is the no-effect control and ±100 the full control effect
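THP-1 cells pretreated 1 hr with compounds (up to 57.5 uM final), then stimulated with LPS (250 ng/mL final) plus ATP (1.25 mM final); secreted IL-1B measured by AlphaLISA after 16 hr, decreased signal indicating inhibition.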
MCF10A rereplic: induces DNA re-replication in MCF 10a normal breast cells. AID 624296. actives 2.9% (n = 350,000). Potency, µM (doses to about 46.1 µM), for inactives: at the top dose activity, positive = re-replication, actives largely listed as activators. MCF 10A DNA re-replication, Hoechst nuclear intensity, 48 h; further: potency means the concentration at half of the fitted maximal effect; % of control where 0% means no effect; nearly all actives have a fitted effect of over 50% in size
Starred values were filed as active, the others as inactive; i = inactive; ? = inconclusive; . = no result given; & = joins results of further samples; [ ] = remark or other dose. Unless noted, the call rests on the fitted dose curve; in most records, active means well fitted curve in the direction sought with a large enough effect; inconclusive means small, poorly fitted or top-dose-only effect, or another doubt; inactive means no such curve, though single readings can be large; an effect the other way counts as inactive or inconclusive.

Values run as follows: ATXN2 expr inh | ATXN viability | HT1080-NT tox | KB-3-1 cytotox | SW480 rereplic | HepG2 tox | HT1080 IDH1KD tx | IL1B secr inh | MCF10A rereplic
COc1cccc(CN2CCN(C3CCN(c4cccc(C)c4C)CC3)CC2CCO)c1 (configuration not stated)
  . | i | -2% | 0% | ? | -62% | -23% | -12 | 15%
COc1cccc(CN(C)CC(=O)Nc2cccc(C(F)(F)F)c2)c1OC
  -8% | i | -24% | -3% | -1% | 1% | -16% | -7 | 4%
O=C(Nc1cc(C(F)(F)F)ccc1N1CCOCC1)c1ccc(F)cc1
  -6% | i | 8% | 7% | 3% | 5% | 9% | -15 | 0%
Cn1c(CNC(=O)c2ccccc2F)nnc1SCC(=O)Nc1nnc(C2CC2)s1
  2% | i | -7% | -7% | 12% | -10% | 14% | -12 | 1%
COc1ccccc1NC(=S)NNC(=O)c1ccc(Cl)cc1Cl
  55%[activator] | i | 0% | 8% | -6% | -30% | -10% | 14 | ?
COc1ccc(C2=CC(=O)CCC2)cc1
  31%[activator] | i | 14% | 11% | 5% | -5% | 21% | 12 | 5%
CCc1cc2c(=O)c(-c3nc4ccccc4[nH]3)coc2c(CN2CCCCC2C)c1O (configuration not stated)
  6% | i | -27% | 3% | -4% | -17% | ? | -28 | ?
Cn1cccc1-c1cc(C(=O)N/N=C/C=C/c2ccccc2)[nH]n1
  -24% | i | -5% | 3% | -14% | -5% | -9% | -91* | -12%
C=CCN1CCS(=O)(=O)N(Cc2ccccc2)[C@@H](C(C)C)C1=O
  3% | i | 0% | -2% | -56%[inhibitor] | -13% | -2% | 38 | -30%[inhibitor]
Cc1ccc(CN2C(=O)c3ccccc3C2c2nnnn2-c2c(C)cccc2C)cc1 (configuration not stated)
  -22% | ? | -6% | -20% | . | . | -21% | -8 | .
Cc1cccc(N(C)C(=O)CN2C(=O)COc3ccc(S(=O)(=O)N4CCCCCC4)cc32)c1
  . | ? | 9% | 2% | -44%[inhibitor] | -21%&-3% | 0% | 1 | -5%
CCCOc1ccc(-c2nc(C#N)c(NCC3CCCO3)o2)cc1 (configuration not stated)
  7% | i | 0%[9.24 µM] | -3% | 2% | -6% | -22% | -6 | 19%
Cc1ccc(Nc2ncnc3c2nnn3Cc2ccccc2)cc1
  5% | i | -7% | -15% | 0% | -1% | -14% | 3 | 18%
O=C(O)COc1ccccc1C(Nc1ccccn1)c1cc(Cl)c2cccnc2c1O (configuration not stated)
  2% | i | 8% | 13% | -2% | -3% | 12% | 19 | 18µM*
CC(NC(=O)C(=O)N1CCOCC1)C(c1cccs1)N1CCN(c2ccccc2F)CC1 (configuration not stated)
  -11% | i | 0% | 15% | 2% | -9% | 2% | -9 | 1%
c1ccc(Cc2nnc(SCc3nc(-c4cccs4)no3)n2-c2ccccc2)cc1
  -35% | ? | . | -2% | . | -24% | . | . | .
COc1cc(OC)cc(N(C(=O)c2ccco2)C(C(=O)NC2CCCC2)c2ccc(N3CCOCC3)cc2)c1 (configuration not stated)
  11% | i | 12% | 4% | -14% | -3% | 14% | -27 | -5%
CCCCn1c(SCC(=O)NNC(=O)c2ccccc2)n[nH]c1=O
  . | i | -6% | 1% | 0% | -11% | 3% | 13 | -4%
CCCCc1cc(=O)oc2cc(OC(C)C(=O)NCCN3CCOCC3)ccc12 (configuration not stated)
  . | i | 0% | 0% | . | -35% | 1% | -5 | .
O=C1CCC([N+](=O)[O-])C(c2cccc(Br)c2)N1 (configuration not stated)
  -10% | ? | 7% | 1% | 1% | 6% | 7% | -1 | 5%
Cc1cc(C)n2nc(N)c(N=Nc3ccccc3)c2n1
  12% | i | -1% | -6% | -1% | -24% | -13% | -12 | 8%
CSc1ccccc1NC(=O)C(=O)c1c[nH]c2ccccc12
  24% | i | ? | -18% | 23% | -3% | ? | -13 | ?
COCCCN(C(=O)Nc1ccc(C)c(C)c1)C(C)c1ccccn1 (configuration not stated)
  11% | i | 2% | -1% | -12% | 1% | 0% | -7 | -3%
Cc1cc(C(=O)COc2ccccc2Cl)c(C)n1C1CC1
  -7% | i | -3% | ? | -14% | -61% | -22% | 0 | 14%
COc1ccccc1N1CCN(C(c2cccs2)C(C)NC(=O)c2ccncc2)CC1 (configuration not stated)
  . | i | -5% | -2% | 1% | -34% | 0% | 4 | 0%
CCc1ccc(OCC2c3cc(OC)c(OC)cc3CCN2C(=O)COc2ccccc2)cc1 (configuration not stated)
  ? | i | . | -15% | . | -7% | . | . | .
COCCNC(=O)CCC(=O)NNc1nc2ccccc2c2nc(C)nn12
  1%&15% | i | -2% | -3%&6% | -9% | -3%&0% | 5% | 1 | -5%
CCC(C(=O)Nc1ccccc1OC)n1c(C(=O)OC)cc2sc(Cl)cc21 (configuration not stated)
  6% | i | . | 0% | . | -33% | . | . | .
CN1CCN(CC(=O)Nc2cccc([N+](=O)[O-])c2)CC1
  . | i | 3% | 2% | 0% | -3% | 6% | -15 | 0%
Cc1occc1-c1nnc(SCC(=O)c2c[nH]c3ccccc23)n1C
  -1% | i | -10% | ? | -1% | -6% | -12% | 5 | 4%
CC(C)NC(=O)Cn1ncn2c(cc3cc(F)ccc32)c1=O
  9% | i | . | 6% | . | -9% | . | . | .
CC1CCC(NC(=O)c2cc(S(=O)(=O)N(C)C)ccc2N2CCCC2)CC1 (configuration not stated)
  1% | i | -2% | 0% | 1% | 22% | -2% | -15 | 12%
O=C(Nc1ccccn1)c1ccc(Cl)s1
  29% | i | 0% | 1% | -4% | -17% | 11% | 0 | -1%
CCn1nnc(-c2ccccc2NC(=O)c2cnccn2)n1
  -18% | i | -17% | 15% | -2%[9.22 µM] | 1% | -2% | -9 | -4%
CCOc1ccc(C=NCC(O)c2ccccc2)cc1 (configuration not stated)
  . | i | 1% | 2% | 1% | -21% | 0% | 14 | -1%
CC(Cc1c[nH]c2ccccc12)C(=O)O (configuration not stated)
  7% | i | 4% | 0% | -70%[inhibitor] | 9% | 1% | 4 | 0%
COc1ccc(C(=O)NC2CCCc3ccccc32)cc1OC1CCN(C(C)=O)CC1 (configuration not stated)
  10% | i | -10% | -22% | -4% | 2% | -11% | 0 | -5%
CC(=O)N[C@H](Cc1c[nH]c2ccccc12)C(=O)O
  3% | i | -1% | 0% | ? | 4% | -14% | 19 | 2%
CC1CCN(C2CCN(S(=O)(=O)c3ccc(F)cc3)CC2)CC1
  1% | i | 6% | -2% | -1% | 2% | 6% | -16 | 0%
O=C(Nc1ccc2c(c1)OCO2)c1cc(C2CCCCN2C(=O)c2ccc(Cl)cc2)on1 (configuration not stated)
  1% | i | -1% | -3% | . | -20% | -20% | -1 | .
COc1ccc(Cl)cc1C(=O)Nc1ccccc1N1CCN(C(=O)C(C)C)CC1
  22µM* | ? | -19% | -1% | 26% | -10% | -20% | ? | 18%
COc1ccc(OC)c(S(=O)(=O)NCc2cccnc2)c1
  3% | i | 15% | 7% | -5% | 5% | 10% | 18 | -1%
O=C(O)C1C2CCC(O2)C1C(=O)Nc1ccccc1Br (configuration not stated)
  . | i | 2% | 3% | -5% | 6% | -10% | 34 | -2%
COc1cccc(S(=O)(=O)NCC(=O)Nc2ccc(C(C)(C)C)cc2)c1
  -2% | ? | 2% | 1% | -5% | 2% | -9% | -60* | 1%
CC(C)c1cccc(-c2ccc3c(c2)S(=O)(=O)c2cccc(C(=O)NCc4ccccc4Cl)c2C3=O)c1
  -9% | i | 14% | 6.5µM* | -97%[inhibitor] | -34% | 4% | 18 | ?
CCn1nccc1C(=O)Nc1ccc(Cl)cc1Cl
  52%[activator] | i | 4% | 5% | 24% | 1% | 8% | . | -3%
CN1CCc2c(sc3c2C(=O)NC(c2ccc(OC(=O)c4ccc(C(C)(C)C)cc4)cc2)N3)C1 (configuration not stated)
  ? | i | . | -10% | . | -1% | . | . | .

For reference, some entries already given.
Values run as follows: ATXN2 expr inh | ATXN viability | HT1080-NT tox | KB-3-1 cytotox | SW480 rereplic | HepG2 tox | HT1080 IDH1KD tx | IL1B secr inh | MCF10A rereplic
CC1CCN(C2CCN(S(=O)(=O)c3ccc(F)cc3)CC2)CC1
  1% | i | 6% | -2% | -1% | 2% | 6% | -16 | 0%
O=C(Nc1ccc2c(c1)OCO2)c1cc(C2CCCCN2C(=O)c2ccc(Cl)cc2)on1 (configuration not stated)
  1% | i | -1% | -3% | . | -20% | -20% | -1 | .
COc1ccc(Cl)cc1C(=O)Nc1ccccc1N1CCN(C(=O)C(C)C)CC1
  22µM* | ? | -19% | -1% | 26% | -10% | -20% | ? | 18%
COc1ccc(OC)c(S(=O)(=O)NCc2cccnc2)c1
  3% | i | 15% | 7% | -5% | 5% | 10% | 18 | -1%
O=C(O)C1C2CCC(O2)C1C(=O)Nc1ccccc1Br (configuration not stated)
  . | i | 2% | 3% | -5% | 6% | -10% | 34 | -2%
COc1cccc(S(=O)(=O)NCC(=O)Nc2ccc(C(C)(C)C)cc2)c1
  -2% | ? | 2% | 1% | -5% | 2% | -9% | -60* | 1%
CC(C)c1cccc(-c2ccc3c(c2)S(=O)(=O)c2cccc(C(=O)NCc4ccccc4Cl)c2C3=O)c1
  -9% | i | 14% | 6.5µM* | -97%[inhibitor] | -34% | 4% | 18 | ?

Source: PubChem BioAssay (National Center for Advancing Translational Sciences (NCATS))

Hits appear at their usual frequency. Share with any hit: about 8.9%.
